Screening data as filed in PubChem.
hK5 inh – blocks human kallikrein 5 protease activity. Q9Y337. recombinant hK5, fluorogenic AMC substrate cleavage. inhibition, % at 5 µM. 0.59% of 210,000 active. AID 873;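 active means inhibition of 40% or more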;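 further: 0% = enzyme controls without compound and 100% = no-enzyme blanks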
14-3-3 Bad PPI – disrupts binding of bovine 14-3-3 zeta to phospho-Bad peptide. P63103. TR-FRET 14-3-3zeta/Dy647-pBad peptide displacement, 1 h. inhibition, % at 21.7 µM. 0.71% of 220,000 active. AID 781;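 active means inhibition above about 70%, limit read from the data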;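 further: 0% = full 14-3-3 plus peptide FRET controls and 100% = background without 14-3-3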
FXIa inh – inhibitors of human coagulation factor XIa; purified FXIa, Boc-Glu-Ala-Arg-AMC fluorogenic substrate; inhibition, % at 5 µM; 0.14% of 220,000 active; AID 798;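 active means inhibition of at least 40%; inactive means inhibition below 40%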;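 further: fluorescence of freed AMC excited at 355 nm; 0% = enzyme without compound and 100% = no enzyme blank; many of its hits are not listed in these tables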
Rad51 HR inh – Rad51 (human) homologous recombination inhibition; Q06609; hRad51 DNA strand exchange, fluorescence dequenching; inhibition, % at 10 µM; 0.085% of 200,000 active;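 active means inhibition above 40% at the single screening dose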;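 further: 0% = DMSO control wells and 100% = blanks with heterologous ssDNA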
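Read-out basis: percent inhibition relative to plate controls and blanks / Assay system: human Rad51 nucleoprotein filaments preassembled on unlabelled ssDNA / Timing: filaments 15 min 37 °C, then compound 30 min / Control set: per-plate controls and blanks / Technique: fluorescence dequenching at 485/520 nm / Compound: 10 µM final, single point / Also added: Fluorescein- and BHQ1-tagged 47-mer duplex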
p97 inhibitor – inhibitors of human p97 ATPase | recombinant p97 ATPase, Kinase-Glo ATP luminescence, 3 h | inhibition, % at 8 µM | AID 1481 | 0.42% of 220,000 active | P55072; in the data active means inhibition above about 15%;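 further: 0% = DMSO vehicle and 100% = wells lacking enzyme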
MDM2 E3 inh – inhibitors of human Mdm2 E3 ubiquitin ligase; cell-based MDM2 ubiquitination luciferase reporter, 2 h; 0 = plate control, 100 = twice control, blank-subtracted; signal enhancement, % at 5 µM; 0.11% of 210,000 active; Q00987;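 active means signal enhancement of 30% or more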;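 further: luminescence tracks abundance of the self-degrading MDM2-luciferase fusion protein; higher signal means inhibition of MDM2 E3 ligase activity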
Target sequence (Q00987 whole entry, looked up, the tested form may be a part): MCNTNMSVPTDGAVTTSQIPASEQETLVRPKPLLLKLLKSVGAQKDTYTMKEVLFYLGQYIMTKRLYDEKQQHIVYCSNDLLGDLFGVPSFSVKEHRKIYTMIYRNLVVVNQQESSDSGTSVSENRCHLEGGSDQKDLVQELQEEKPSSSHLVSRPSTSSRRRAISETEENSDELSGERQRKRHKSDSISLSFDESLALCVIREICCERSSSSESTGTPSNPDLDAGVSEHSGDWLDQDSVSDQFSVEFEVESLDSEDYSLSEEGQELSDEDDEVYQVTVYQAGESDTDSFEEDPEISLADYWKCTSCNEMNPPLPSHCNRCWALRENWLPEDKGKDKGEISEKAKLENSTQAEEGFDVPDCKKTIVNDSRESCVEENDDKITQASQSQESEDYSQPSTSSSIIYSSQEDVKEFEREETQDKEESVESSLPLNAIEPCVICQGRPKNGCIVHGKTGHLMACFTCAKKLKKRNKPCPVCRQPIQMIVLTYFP
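Assay system: stable mammalian line carrying autodegrading MDM2–luciferase fusion reporter; amount: 2000 cells seeded into each well; buffer or medium: DMEM; benchmarks: plate control and blank wells; signal: luciferase luminescence; timing: 2 h compound exposure at 37 °C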
eIF4E-4G inh – inhibitors of eIF4E and eIF4G interaction in translation initiation | AID 782 | TR-FRET eIF4E-eIF4GI(517-606) binding, 2 h | 0.37% of 220,000 active | inhibition, % at 21.7 µM | P63073+Q04637;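 active means inhibition above about 30%, limit read from the data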;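 further: 0% = full FRET control wells and 100% = background wells lacking eIF4GI fragment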
FXIIa inh 1536 – inhibitors of human coagulation factor XIIa; P00748; 0.3% of 220,000 active; purified FXIIa, Boc-QGR-AMC fluorogenic substrate, 2 h; inhibition, % at 5 µM; in the data active means inhibition above about 40%;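 further: 0% = enzyme with no compound and 100% = blank without enzyme; many of its hits are not listed in these tables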
Target sequence (P00748 20-372 limits assumed): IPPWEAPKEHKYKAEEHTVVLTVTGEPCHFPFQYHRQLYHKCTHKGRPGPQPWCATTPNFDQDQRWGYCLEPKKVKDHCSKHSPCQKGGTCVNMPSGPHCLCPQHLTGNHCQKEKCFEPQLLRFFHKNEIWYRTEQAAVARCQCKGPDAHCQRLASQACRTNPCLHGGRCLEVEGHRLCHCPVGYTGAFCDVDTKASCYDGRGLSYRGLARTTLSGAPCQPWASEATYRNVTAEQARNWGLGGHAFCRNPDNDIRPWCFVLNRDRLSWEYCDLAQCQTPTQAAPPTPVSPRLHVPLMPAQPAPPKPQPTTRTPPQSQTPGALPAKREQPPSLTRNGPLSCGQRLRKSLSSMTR
Target sequence (P00748 373-615 limits assumed): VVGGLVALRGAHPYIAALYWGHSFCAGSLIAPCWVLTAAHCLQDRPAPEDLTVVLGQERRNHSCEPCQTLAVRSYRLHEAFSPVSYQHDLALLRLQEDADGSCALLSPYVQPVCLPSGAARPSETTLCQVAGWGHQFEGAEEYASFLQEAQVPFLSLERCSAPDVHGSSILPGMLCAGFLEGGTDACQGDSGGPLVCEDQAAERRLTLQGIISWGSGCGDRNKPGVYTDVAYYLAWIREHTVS
Wee1 stabilizer – inhibitors of human Wee1 degradation | P30291 | HeLa Luc-Wee1K328M stability, luciferase luminescence; 100% = proteasome inhibitor MG132 effect | reporter increase, % at 5 µM | 1.2% of 220,000 active | AID 1321;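 active means activation above the mean of all tested compounds plus 3 SD, set per screening run, cut at about 8.8% in these data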;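 further: cells exposed to compound for 20 h before luminescence read; 0% = DMSO alone and 100% = MG132 at 30 µM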
Active calls of the source: *; nt = not tested or not shown; [ ] = another dose, or the depositor's remark.

SMILES	hK5 inh	14-3-3 Bad PPI	FXIa inh	Rad51 HR inh	p97 inhibitor	MDM2 E3 inh	eIF4E-4G inh	FXIIa inh 1536	Wee1 stabilizer
CCN(CC)CCNC(=O)C1CCC(=O)N(c2ccc(OC)cc2)C1c1ccc(F)cc1 (configuration not stated)	-4.9	-5.0[fluorescence artefact?]	-2.2	-1.5	-0.6	-8.9	-4.8	-0.2	-1.4
COc1cccc(N2CCN(C(=O)CN(C)S(=O)(=O)c3ccc4c(c3)c(=O)n(C)c(=O)n4C)CC2)c1	-1.6	14.2	-7.5	16.4	0.8	-14.5	1.2	1.0	3.6
COc1ccc(OCc2nc(N)nc(Nc3ccccc3OC)n2)cc1	-19.9	6.3	4.7	-9.1	0.4	-12.2	3.3	17.1	17.6*
COc1ccccc1NC(=S)NC(NC(=O)c1ccco1)C(Cl)(Cl)Cl (configuration not stated)	8.5	-10.2	0.0	8.6	1.4	-12.1	-0.8	4.0	-3.1
O=C(OCc1c(Cl)cccc1Cl)c1cnccn1	-12.8	-2.1[fluorescence artefact?]	-5.6	9.3	-2.7	-7.3	-7.5[fluorescence artefact?]	-14.8	2.3
CC(=O)c1ccc(N=c2scc(C)n2C(C)C)cc1	0.2	-3.7	0.0	-92.5	0.6	0.3	-0.1	13.2	2.1
CCOCC(=O)Nc1cccc(-c2nc3cccnc3s2)c1C	2.5	0.1	2.1	1.0	5.8	-2.1	1.3	12.4	2.2
COC(=O)CNC(=O)C(NC(=O)OCc1ccccc1)C(C)C (configuration not stated)	-1.0	-3.0	1.2	-5.8	2.2	-20.7	-2.1	11.2	1.1
COC(=O)CSc1nnnn1-c1ccccc1	-16.5	-0.4	4.2	1.0	8.6	-20.9	0.1	16.9	2.5
CCCSC1=C(C#N)C(c2ccc(Cl)cc2Cl)CC(=O)N1 (configuration not stated)	-1.0	-5.1	-15.4	-1.6	-3.4	-11.5	8.9	-19.9	-2.0
CCCN(CCC)CCCNC(=O)CN1C(=O)CSc2ccc(S(=O)(=O)N3CCOCC3)cc21	-12.6	3.1	-5.0	-16.8	-4.2	-17.1	-2.4	5.4	1.5
CCCOc1ccc(C2NC(=S)NC(C)=C2C(=O)c2ccccc2)cc1OC (configuration not stated)	-6.6	5.3	2.3	-5.3	4.5	-17.5	0.5	9.2	3.5
CCNC(=S)N/N=C/c1cccc(C)c1	-9.2	-0.8[fluorescence artefact?]	8.9	-9.1	5.5	-4.3	-5.9	6.0	-0.2
CC(Sc1nc2ccc(Br)cc2[nH]1)C(=O)O (configuration not stated)	-16.8	-1.2[fluorescence artefact?]	-2.0	nt	4.2	-3.9	-8.4[fluorescence artefact?]	15.8	1.5
CCOC(=O)COc1ccc(S(=O)(=O)c2ccc(OCC(=O)OCC)cc2)cc1	2.9	-10.5	-8.1	1.6	-5.8	-8.2	4.7	0.0	3.1
CCN(CC)C(=O)CSc1nnc(-c2cccnc2)n1CCc1ccccc1	-2.1	8.2	-6.1	-2.2	-4.2	-13.2	12.0	0.7	-0.1
COc1ccc(OC)c(NC(=O)C(=O)N/N=C/c2ccccc2[N+](=O)[O-])c1	2.3	1.4	-14.0	-9.0	-2.5	-15.5	4.4[fluorescence artefact?]	12.3	-1.4
CCCOC(=O)c1ccc(Oc2cn[nH]c2-c2ccc(OCC)cc2O)cc1	8.3	3.0	2.2	-2.7	-5.9	-12.3	3.0[fluorescence artefact?]	9.3	-1.8
O=C(N/N=C/c1ccc2c(c1)OCO2)c1ccc(Cn2cc([N+](=O)[O-])cn2)o1	-9.5	-22.1[fluorescence artefact?]	5.9	5.5	2.0	8.1	13.4	14.1	-0.2
CCOC(=O)c1c(C)nc(-c2ccccc2)nc1NC(=O)C(C)C	-27.1	-0.9	-4.0	1.7	2.5	-18.7	-0.8[fluorescence artefact?]	3.7	1.5
O=C(c1cc2nc(C3CC3)cc(C(F)F)n2n1)N1CCOCC1	-15.6	4.6	20.1	-1.5	-2.1	-6.1	-3.6	23.0	2.1
COC(=O)CC1=C(C(=O)OC)C(c2cccs2)C(C#N)=C(N)O1 (configuration not stated)	6.0	1.8	-23.8	-6.0	6.8	7.3	2.9	7.4	0.3
Cc1cccc(N2C(=O)NC3(CCCCC3)C2=O)c1	-2.7	-9.8[fluorescence artefact?]	5.3	-4.7	1.6	-28.4	3.9	20.1	-1.5
COc1ccccc1Cc1nc(-c2ccc(Br)o2)no1	-15.1	1.0	-6.5	1.2	-5.3	-8.0	4.1	-2.9	-1.6
CN1CCN(C(=O)CCN2C(=O)/C(=C\c3ccc(Cl)cc3Cl)SC2=S)CC1	2.7	1.1	5.6	nt	0.6	-13.6	1.5	6.0	1.0
COc1ccccc1NC(=O)N1CCN(S(C)(=O)=O)CC1	3.9	-0.7	2.7	-6.5	4.8	-9.6	0.6	9.1	-1.0
O=C(NC(=O)c1ccccc1)OCC(F)(F)F	-12.5	-1.8	3.4	9.1	2.2	7.3	-7.3	23.9	-0.2
COc1ccc(S(=O)(=O)NCC2CCCN(C(=O)c3cccnc3)C2)cc1 (configuration not stated)	-6.9	-5.4	-4.1	-3.2	5.3	-12.3	-3.4	3.8	-4.4
O=C(N/N=C/c1ccc2c(c1)OCO2)c1cccs1	-4.5	3.0[fluorescence artefact?]	6.5	nt	-3.5	-1.3	0.3[fluorescence artefact?]	11.4	-0.1
O=C(Nc1ccc(Br)cc1)c1ccc(N2C(=O)C3CC=C(Cl)CC3C2=O)cc1 (configuration not stated)	-25.4	6.1[fluorescence artefact?]	-6.0	nt	2.9	-19.5	-57.6[fluorescence artefact?]	8.7	-0.5
C=CCc1ccc(OC(=O)c2ccccc2)c(OC)c1	4.3	-6.4	5.5	3.1	-4.0	-6.3	2.1	12.3	-0.8
CC(c1ccccc1)N1C(=O)NC(NC(=O)C(C)(C)C)(C(F)(F)F)C1=O (configuration not stated)	-19.4	-1.2[fluorescence artefact?]	-7.2	0.8	-4.1	-3.6	-6.5	2.6	1.6
CCCOc1cccc(-c2cc(-c3n[nH]c(=S)n3CC)c3ccccc3n2)c1	-37.8	-2.8	-3.6	4.2	0.4	-4.6	-1.2	4.8	-0.1
CC(C)c1nc(C(=O)N2CCc3c([nH]c4ccccc34)C2c2ccccn2)cs1 (configuration not stated)	-6.6	1.1	-5.9	-8.4	-3.2	-8.4	1.5	6.0	-3.9
CCCn1c(CN(C)Cc2ccccc2)nc2c1c(=O)n(C)c(=O)n2C	-7.9	-0.8	8.0	7.4	-0.1	-12.0	1.3	10.7	-0.3
O=C1C2CCCN2C(c2cccs2)N1c1ccc(Cl)cc1 (configuration not stated)	-6.4	6.9[fluorescence artefact?]	-0.7	-10.4	-1.1	-1.2	-4.0[fluorescence artefact?]	7.9	0.7
O=[N+]([O-])c1cccc2ccc(/C=C/c3ccc(C(F)(F)F)cc3)nc12	0.9	-5.8	3.7	-6.6	2.9	-9.6	0.4	4.4	-0.2
CC1CCCN(C(=O)Nc2ccc(Br)cc2Cl)C1 (configuration not stated)	-4.7	-10.2	3.9	14.0	0.1	-3.5	-2.1	4.2	1.7
CCC1CCCCN1S(=O)(=O)c1ccc(S(=O)(=O)N2CCN(S(=O)(=O)CC)CC2)cc1 (configuration not stated)	-1.6	7.6	-5.4	3.9	-3.9	-9.6	8.1	11.9	1.0
CCC(C)(C)C1CCC(=NNC(=O)c2ccoc2C)CC1 (configuration not stated)	-10.1	-6.0	5.6	nt	-9.0	-11.2	4.0	11.7	4.2
Cc1cccc(CSc2ncnc3c2cnn3Cc2ccccc2)c1	-21.0	-17.6	2.7	3.8	-5.0	3.5	-15.5	6.6	1.4
CCOc1cccc(NC(=O)/C(C#N)=C\c2cccnc2)c1	nt	-2.2	-2.9	nt	2.2	-18.8	1.5	8.6	0.1
O=C(CNC(=O)c1ccc(Cl)cc1Cl)Nc1ccc(F)cc1	-2.6	-3.7	-2.2	nt	-3.1	nt	-14.2	3.7	-0.9
COc1ccc(-c2noc(CCC(=O)NCc3cccnc3)n2)cc1OC	-22.5	-1.8	-9.9	-5.5	5.2	-12.6	9.5	9.3	-0.6
COc1ccc(S(=O)(=O)N2CCCOC2CNC(=O)C(=O)NCc2ccco2)cc1C (configuration not stated)	-3.7	-13.7	-3.4	-5.0	0.4	0.3	3.5	4.7	5.5

Compound profiles, as listed above. Order of screens: hK5 inh | 14-3-3 Bad PPI | FXIa inh | Rad51 HR inh | p97 inhibitor | MDM2 E3 inh | eIF4E-4G inh | FXIIa inh 1536 | Wee1 stabilizer
`CCOc1cccc(NC(=O)/C(C#N)=C\c2cccnc2)c1` is listed with nt | -2.2 | -2.9 | nt | 2.2 | -18.8 | 1.5 | 8.6 | 0.1
`O=[N+]([O-])c1cccc2ccc(/C=C/c3ccc(C(F)(F)F)cc3)nc12` is listed with 0.9 | -5.8 | 3.7 | -6.6 | 2.9 | -9.6 | 0.4 | 4.4 | -0.2

Reprinted from above (2 entries):
SMILES	hK5 inh	14-3-3 Bad PPI	FXIa inh	Rad51 HR inh	p97 inhibitor	MDM2 E3 inh	eIF4E-4G inh	FXIIa inh 1536	Wee1 stabilizer
CCN(CC)CCNC(=O)C1CCC(=O)N(c2ccc(OC)cc2)C1c1ccc(F)cc1 (configuration not stated)	-4.9	-5.0[fluorescence artefact?]	-2.2	-1.5	-0.6	-8.9	-4.8	-0.2	-1.4
COc1cccc(N2CCN(C(=O)CN(C)S(=O)(=O)c3ccc4c(c3)c(=O)n(C)c(=O)n4C)CC2)c1	-1.6	14.2	-7.5	16.4	0.8	-14.5	1.2	1.0	3.6

The listing continues.
SMILES	hK5 inh	14-3-3 Bad PPI	FXIa inh	Rad51 HR inh	p97 inhibitor	MDM2 E3 inh	eIF4E-4G inh	FXIIa inh 1536	Wee1 stabilizer
C/C(=N\Nc1ccc(Cl)c(C(=O)O)c1)c1ccccn1	0.2	7.3	2.5	9.7	6.7	-4.9	-11.8	10.8	3.5
NC(=O)c1ccc(Oc2ccc3ccc(=O)oc3c2)c([N+](=O)[O-])c1	-0.5	13.8	-1.7	nt	6.3	-13.6	12.2	4.3	-2.6
COc1c(Cl)cc(Cl)cc1/C=N/n1cnnc1	-30.3	7.6[fluorescence artefact?]	-1.3	5.1	1.9	-10.5	3.2[fluorescence artefact?]	11.9	4.1
CCc1c(C)nc2ncnn2c1N1CCN(S(=O)(=O)c2ccc(OC)cc2)CC1	0.5	-6.9	-2.2	0.2	1.8	18.0	1.4	9.5	-2.8
O=C(NCCc1ccccn1)c1n[nH]c(=O)c2ccccc12	-4.9	-10.2	-2.5	3.5	-3.8	-9.2	-2.6[fluorescence artefact?]	16.4	-0.1
COc1cc2c(cc1OC)C(Nc1ccc(S(N)(=O)=O)cc1)=NC(C)(C)C2	-4.2	2.2	-5.8	3.6	0.0	-9.7	3.2[fluorescence artefact?]	5.0	-0.4
O=C(O)C(c1ccccc1)N1CCCCC1 (configuration not stated)	-1.7	20.1	3.5	4.8	3.0	2.8	1.5	6.1	1.6
O=C(COC(=O)CCc1c[nH]c2ccccc12)NCc1ccccc1	2.6	12.2[fluorescence artefact?]	7.3	-4.2	-3.5	-10.3	-7.3[fluorescence artefact?]	4.2	1.4
Nc1nnc(SCc2ccc([N+](=O)[O-])cc2)s1	4.2	-13.6	-1.2	38.0	5.6	-10.5	3.7	5.5	-1.1
CC(On1c(-c2ccccc2)nc2ccc(Cl)cc21)C(=O)O (configuration not stated)	0.0	-11.5	0.4	18.8	5.8	-9.5	0.8	9.6	3.5
CC(=O)n1cc([C@@H]2C=C(C(=O)NCc3ccccc3)O[C@H](OCc3ccc(CO)cc3)C2)c2ccccc21	-1.6	0.6	-0.9	-5.3	nt	16.5	-4.3	4.4	nt
